Screens deposited in PubChem BioAssay by Broad Institute.
RAD54 inh: blocks human RAD54 Holliday junction branch migration | Q92698 | FAM/BHQ fluorescence | inhibition, % at 10.4 µM | actives 0.14% (n = 360,000) | AID 602329;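 active = mean normalized replicate activity at least 40 and at least half of replicates scoring 40 or more; inconclusive = only one of the two criteria met; inactive = mean below 40 and under half of replicates reaching 40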;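 note: 0% = median of neutral control wells and 100% = median of positive control wells; inhibitors cause a drop in the FAM fluorescence signal; in these data hits start at about 50%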
E-selectin induc: induces E-selectin expression in human endothelial cells; AID 686992; HUVEC E-selectin immunofluorescence imaging; normalized: neutral wells 0, TNF-alpha wells 100; activation, % at 7.58 µM; actives 0.37% (n = 260,000);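 active = mean E-selectin-positive cell signal at least 10% of the positive control, reached in at least 60% of replicates, without over 20% cell loss; inconclusive = no rule given, readout overlaps actives, possibly toxicity-flagged; inactive = the rest, including those meeting only one limit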;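 note: in these data hits start at about 27%; measured in HUVEC primary endothelial cells; signal is the percent of cells scored E-selectin positive by PE staining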
Target sequence (P16581 whole entry, looked up): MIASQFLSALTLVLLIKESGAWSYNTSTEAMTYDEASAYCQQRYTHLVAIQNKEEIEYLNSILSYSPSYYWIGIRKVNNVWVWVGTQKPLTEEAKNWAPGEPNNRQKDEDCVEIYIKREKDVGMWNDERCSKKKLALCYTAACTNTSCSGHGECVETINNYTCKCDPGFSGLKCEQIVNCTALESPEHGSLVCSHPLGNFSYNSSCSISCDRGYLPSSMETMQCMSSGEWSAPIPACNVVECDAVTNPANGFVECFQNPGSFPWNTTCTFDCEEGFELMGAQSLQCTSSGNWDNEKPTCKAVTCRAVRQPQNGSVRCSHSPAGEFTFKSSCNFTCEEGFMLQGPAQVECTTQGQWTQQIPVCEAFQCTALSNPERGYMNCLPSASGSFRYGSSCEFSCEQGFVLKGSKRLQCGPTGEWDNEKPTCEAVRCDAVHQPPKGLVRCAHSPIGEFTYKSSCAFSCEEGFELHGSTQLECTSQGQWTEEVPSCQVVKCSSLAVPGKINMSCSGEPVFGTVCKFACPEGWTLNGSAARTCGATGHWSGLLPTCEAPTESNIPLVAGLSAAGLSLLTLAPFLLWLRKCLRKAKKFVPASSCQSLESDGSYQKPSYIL
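System: HUVEC / Compound: single concentration / Signal: immunofluorescence imaging / Read-out: percent E-selectin-positive cells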
DENV2 CPE: protects cells from dengue virus 2 cytopathic effect. DENV2-infected cells, cytopathic effect rescue, plate reader. CPE inhibition, % at 9.99 µM. actives 1.7% (n = 350,000). AID 651640; in the data active = CPE inhibition above about 20%, passing the limit was not always enough; inconclusive = no clear call, values can overlap the other calls; tested in BHK-21 cells;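 note: 0% = median of neutral control wells and 100% = median of positive control wells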
Xi reactivation: activators of X-chromosome reactivation in mouse fibroblasts | XiGFP mouse fibroblasts, % GFP-positive cells imaging, 3 d; cells co-treated with 5-aza-dC sensitizer; scaled so ellipticine positive control = 100% | activation, % at 7.58 µM | actives 0.055% (n = 360,000) | AID 743238;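 active = mean normalized replicate activation at least 10% and every replicate at or above 10%; inconclusive = only one of the two criteria met; inactive = mean below 10% and not all replicates reach 10%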;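 note: 0% = median of on-plate neutral control wells and 100% = ellipticine 6 µM median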
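assay system = SV40-immortalized XiGFP fibroblast cells, line 68-5-11 | buffer or medium = DMEM plus 5-aza-dC sensitizer | doses = single-point pinned compound dosing | times = 3-day compound exposure, then 15 min fixation at room temperature | benchmarks = positive control ellipticine, 6 µM final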
RAD52 inh: blocks human RAD52 DNA annealing; P43351; recombinant RAD52 DNA annealing, FRET fluorescence; inhibition, % at 18.7 µM; actives 0.46% (n = 360,000);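 active = every replicate showing at least 50% inhibition; inconclusive = mean inhibition at least 50% but not in every replicate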
Target sequence (P43351 whole entry, looked up): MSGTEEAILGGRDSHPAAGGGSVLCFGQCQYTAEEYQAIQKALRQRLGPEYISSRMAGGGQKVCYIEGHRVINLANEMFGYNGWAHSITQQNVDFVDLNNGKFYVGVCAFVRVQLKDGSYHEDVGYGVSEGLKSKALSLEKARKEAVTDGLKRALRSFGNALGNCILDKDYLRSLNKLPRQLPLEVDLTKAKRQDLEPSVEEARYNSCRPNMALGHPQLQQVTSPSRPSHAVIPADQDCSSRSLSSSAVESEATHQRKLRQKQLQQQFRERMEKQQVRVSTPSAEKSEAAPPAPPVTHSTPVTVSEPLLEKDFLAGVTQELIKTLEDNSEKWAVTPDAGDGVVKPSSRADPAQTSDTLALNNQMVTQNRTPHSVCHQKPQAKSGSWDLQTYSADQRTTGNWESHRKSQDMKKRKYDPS
GSIS activator: primary screen for activators of insulin secretion dependent on glucose, INS-1E cells, GLuc reporter luminescence | INS-1E GLuc reporter insulin secretion, 2-3 h | activation, % at 16.6 µM | actives 0.61% (n = 370,000);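 active = lowest replicate activation of at least 40%, so every replicate reaches that level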;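 note: 0% = median of neutral control wells and 100% = median of IBMX positive control wells; some compounds called inactive have numbers as strong as hits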
CFTR F508del cor: correctors of CFTR F508del function in bronchial epithelial cells | CFBE cells, YFP halide quenching; stimulated with forskolin plus potentiator P3; % fluorescence drop versus neutral controls | activity (quench increase), % at 7.58 µM | actives 0.36% (n = 350,000) | AID 720511;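 active = mean added fluorescence quench of at least 8% versus neutral control, with both replicates also reaching 8%; inconclusive = only one of the mean or replicate conditions met; inactive = mean below 8% and not both replicates reaching 8%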;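 note: cells transiently co-express mutant CFTR-F508del with the halide-sensitive YFP; corrector assay measuring rescue of mutant channel to the surface after 24 h compound exposure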
CASP6 VEID inh: inhibitors of human caspase-6 | AID 686996 | inhibition, % at 12.5 µM | actives 0.53% (n = 350,000) | purified caspase-6, Z-VEID-R110 cleavage fluorescence;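 active = mean inhibition across replicates at least about 35%, with every replicate also reaching that limit, limit read from the data; inconclusive = only one of the two criteria met; inactive = neither criterion met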;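 note: 0% = median of neutral control wells and 100% = no fluorescence left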
Starred values were filed as active, the others as inactive; ? = inconclusive; / = no result given.

no.	SMILES	RAD54 inh	E-selectin induc	DENV2 CPE	Xi reactivation
1	O=C(Nc1nnc([C@@H]2C[C@H](O)[C@@H](CO)O2)s1)c1cccc2ccccc12	10.5	1.5	1.1	0.1
2	Cc1ccccc1OCCC(=O)OCC(=O)Nc1cc(S(=O)(=O)N2CCOCC2)ccc1Cl	-3.8	-0.4	13.0	0.0
3	C[C@H](CO)N1C[C@H](C)[C@@H](CN(C)C(=O)NC2CCCCC2)OCCCC[C@H](C)Oc2ccc(NC(=O)Nc3ccc(C(F)(F)F)cc3)cc2C1=O	12.4	1.9	?	0.2
4	Nc1nonc1-n1nnc(C(=O)N/N=C/c2c(Cl)cccc2Cl)c1CN1CCOCC1	-2.3	/	-1.6	0.3
5	COc1ccccc1C(=O)Nc1ccc2c(c1)C(=O)N(C)[C@@H]1CC[C@H](CC(=O)NCc3ccc(Cl)c(Cl)c3)O[C@H]1CO2	-2.3	0.1	-19.7	0.1
6	COCCNC(=O)C1CCCN(C(=O)COCc2ccccc2)CC1 (stereo not given)	6.8	-0.1	-5.6	-0.1
7	CC(C)(C)OC(=O)N(CCc1ccccc1)Cc1ccccc1OCc1ccc(NC(=O)C2CCC2)cc1	7.5	/	-10.4	0.1
8	Cc1ccc(C)c(C(C)NC(=O)c2ccc(Br)o2)c1 (stereo not given)	/	0.2	2.4	0.0

no.	RAD52 inh	GSIS activator	CFTR F508del cor	CASP6 VEID inh
1	-8.4	/	-6.5	1.7
2	0.8	-9.1	0.1	2.0
3	-1.9	9.7	2.2	2.5
4	-5.3	1.2	-1.2	-5.0
5	-15.6	-6.6	-0.7	/
6	-8.6	7.1	-2.2	0.9
7	-12.8	-35.0	2.2	-1.6
8	-34.5	/	1.1	-3.9

Carrying on:
no.	SMILES	RAD54 inh	E-selectin induc	DENV2 CPE	Xi reactivation
9	Cc1cc(Br)ccc1NC(=O)c1cnc(N2CCN(c3ccccn3)CC2)c2ccccc12	-1.9	1.6	/	0.0
10	CCc1ccccc1NC(=O)CN(C)C(=O)COC(=O)c1ccco1	-3.1	/	2.8	0.1
11	Cn1cnc2c1c(=O)n(Cc1ccccc1C#N)c(=O)n2C	-3.8	0.2	6.2	0.2
12	c1ccc(CN2CCN(C3CCCSc4ccccc43)CC2)cc1 (stereo not given)	1.3	/	-3.6	-0.1
13	C[C@@H]1CN([C@H](C)CO)C(=O)c2cccc(NS(=O)(=O)c3cccs3)c2O[C@H]1CN(C)S(=O)(=O)c1ccc(Cl)cc1	7.2	0.3	3.7	0.1
14	O=C(C1CCN(S(=O)(=O)c2ccccc2)CC1)N1CCC1	-7.0	-0.5	?	-0.1
15	COc1ccccc1/C=C/C(=O)Nc1cccc(S(=O)(=O)NC2=NCCCCC2)c1	/	0.5	16.5	0.1
16	CCCCOc1ccc(C(=O)NCC(=O)N2CCN(C/C=C/c3ccccc3)CC2)cc1	4.4	0.2	0.8	0.3

no.	RAD52 inh	GSIS activator	CFTR F508del cor	CASP6 VEID inh
9	-23.0	1.5	-2.1	/
10	-11.0	31.3	0.8	1.6
11	-38.1	22.4	-0.8	-2.3
12	-1.5	-15.9	3.4	3.8
13	-3.8	5.5	-3.5	0.7
14	-2.8	7.5	-4.3	-3.2
15	-2.4	-2.3	0.8	-1.9
16	-19.5	-38.4	1.7	-2.9

(listing goes on)
no.	SMILES	RAD54 inh	E-selectin induc	DENV2 CPE	Xi reactivation
17	COc1ccc(C#Cc2ccc3c(c2)[C@H]2[C@H](CCN2C(=O)C2CCCCC2)[C@@H](CO)N3)cc1	4.7	-0.3	-0.8	0.0
18	Cc1cccc(NC(=O)c2cc(=O)n(Cc3ccccc3)c(=O)[nH]2)c1	/	2.5	?	0.0
19	Cn1ncc(Br)c1NC(=O)Nc1ccc(Cl)cc1	-6.3	/	/	/
20	COC(=O)c1c(NC(=O)c2ccccc2C(=O)O)sc2c1CCCC2	-2.0	-0.2	-1.7	0.3
21	CCCCCCC1CC(C)(C(=O)CNc2nncs2)OC1=O (stereo not given)	/	/	-1.3	0.0
22	O=C(CN1C2=NCCCN2c2ccccc21)c1ccc([N+](=O)[O-])cc1	/	/	-4.8	0.2
23	Cc1ccc2c(c1)c(C1=c3ccccc3=NC1=O)c(O)n2C	-8.1	-0.4	-18.8	0.0
24	O=C(Nc1ccc2nsnc2c1)C1CC1	5.2	/	12.4	0.0

no.	RAD52 inh	GSIS activator	CFTR F508del cor	CASP6 VEID inh
17	-5.8	20.8	-1.0	0.4
18	-7.2	-10.0	0.2	-2.2
19	-6.2	34.3	/	0.3
20	-6.4	-8.7	1.2	3.4
21	-10.0	-0.1	1.9	-2.6
22	2.6	4.2	1.9	-0.1
23	-9.7	2.7	-5.1	-0.5
24	-32.2	-4.7	0.0	-0.5

Continuation:
no.	SMILES	RAD54 inh	E-selectin induc	DENV2 CPE	Xi reactivation
25	C/C(CCc1ccccc1)=N/NC(=O)C(=O)NC(C)c1ccccc1 (stereo not given)	/	/	2.1	0.2
26	CCN1C(=O)[C@H]2[C@@H](c3ccc(OC)cc3)N3C(=O)CN(CC4CC4)C(=O)[C@@]3(C)[C@H]2C1=O	-1.9	0.0	-3.3	0.2
27	C[C@@H]1CN([C@@H](C)CO)C(=O)Cc2cc(NS(=O)(=O)c3cn(C)cn3)ccc2O[C@H]1CN(C)Cc1ccc2c(c1)OCO2	3.3	0.8	7.5	0.2
28	COc1ccc(C2=NS(=O)(=O)N(C)C(C(=O)Nc3cc(C)ccc3O)=C2)cc1OC	0.4	0.0	-3.7	-0.3
29	CCc1c(C)nc2c(OC)cccc2c1SCCC(=O)O	/	/	3.7	0.0
30	CCOC(=O)C1(CCOc2ccccc2)CCN(Cc2cc(OC)c(O)c(OC)c2)CC1	-7.7	/	-2.1	0.1
31	Cc1ccc(C(O)c2ncc(-c3cccc(C(F)(F)F)c3)[nH]2)c(C)c1 (stereo not given)	2.8	0.0	-9.0	0.0
32	CN(Cc1nccs1)C(=O)c1cc(COc2cccc3cnccc23)on1	-6.8	/	3.6	0.1

no.	RAD52 inh	GSIS activator	CFTR F508del cor	CASP6 VEID inh
25	-17.9	3.6	-1.8	0.0
26	-3.6	/	-0.9	0.7
27	/	7.7	1.5	/
28	-0.4	/	-2.2	-0.9
29	-4.5	24.6	/	2.5
30	2.6	-18.7	-3.2	-0.5
31	-11.5	-35.0	-1.8	0.2
32	-4.1	-21.6	1.2	-0.9

Continuation.
no.	SMILES	RAD54 inh	E-selectin induc	DENV2 CPE	Xi reactivation
33	COc1ccc(NC(=O)N2CC(=O)N3[C@@H](CO)[C@H](c4ccc(C#CCC5CCCC5)cc4)[C@@H]3C2)cc1	/	0.3	22.6*	0.3
34	CCS(=O)(=O)C(C)(CCl)C(=O)Nc1ccc(C(=O)OC)cc1 (stereo not given)	-12.9	5.2	2.3	0.2
35	CCOc1ccccc1NC(=O)CSc1nnc(-c2ccncc2)o1	14.5	0.5	0.4	0.0
36	COc1ccc(/C=C2\SC(=N)N(c3ccc(F)cc3)C2=O)cc1	/	4.0	2.4	0.0
37	CC(C)NC(=O)N[C@@H]1C=C[C@H](CC(=O)NCc2ccc(Oc3ccccc3)cc2)O[C@H]1CO	-3.0	0.7	?	0.0
38	CC(C)(C)c1ccc(-n2nc(C#N)c(Cl)cc2=O)cc1	/	/	4.1	0.5
39	CN(C)C(=O)C[C@@H]1C=C[C@H](NC(=O)C2CCOCC2)[C@@H](CO)O1	/	0.3	6.7	0.2
40	OC[C@@H]1[C@H](c2ccc(C#CC3(O)CCCC3)cc2)[C@H]2CN(Cc3cccnc3)CCCCN12	-5.7	0.0	-3.3	-0.1

no.	RAD52 inh	GSIS activator	CFTR F508del cor	CASP6 VEID inh
33	-15.0	-18.5	2.3	-1.1
34	-7.4	2.9	1.7	0.1
35	-13.1	11.1	0.5	-4.7
36	-19.3	-5.3	6.6	-9.1
37	-7.8	4.5	0.5	1.0
38	-4.2	-3.3	-9.6	2.1
39	9.4	20.6	-0.3	1.5
40	8.1	16.1	1.0	0.8

Single records (already shown).
Results for CC(C)(C)c1ccc(-n2nc(C#N)c(Cl)cc2=O)cc1 → RAD54 inh: /; E-selectin induc: /; DENV2 CPE: 4.1; Xi reactivation: 0.5; RAD52 inh: -4.2; GSIS activator: -3.3; CFTR F508del cor: -9.6; CASP6 VEID inh: 2.1
Results for COc1ccc(NC(=O)N2CC(=O)N3[C@@H](CO)[C@H](c4ccc(C#CCC5CCCC5)cc4)[C@@H]3C2)cc1 → RAD54 inh: /; E-selectin induc: 0.3; DENV2 CPE: 22.6*; Xi reactivation: 0.3; RAD52 inh: -15.0; GSIS activator: -18.5; CFTR F508del cor: 2.3; CASP6 VEID inh: -1.1
Results for OC[C@@H]1[C@H](c2ccc(C#CC3(O)CCCC3)cc2)[C@H]2CN(Cc3cccnc3)CCCCN12 → RAD54 inh: -5.7; E-selectin induc: 0.0; DENV2 CPE: -3.3; Xi reactivation: -0.1; RAD52 inh: 8.1; GSIS activator: 16.1; CFTR F508del cor: 1.0; CASP6 VEID inh: 0.8

Further structures.
no.	SMILES	RAD54 inh	E-selectin induc	DENV2 CPE	Xi reactivation
41	COc1ccc(NS(=O)(=O)c2ccc(N3CCCCC3)c(NC(=O)C(C)NC(N)=O)c2)cc1 (stereo not given)	-9.5	-0.3	-6.5	-0.1
42	CCC(=O)Nc1ccc(NC(=O)/C=C/c2ccc(Cl)cc2)cc1	2.1	0.1	-0.4	-0.3
43	CN(CC(=O)Nc1ccccc1Sc1ccccc1)C1CCCCC1	/	/	1.0	0.0
44	O=C(COC(=O)COc1cccc(Br)c1)Nc1ccc(F)cc1F	/	-0.3	-9.3	-0.1
45	CCSc1nnc(NC(NC(C)=O)(C(F)(F)F)C(F)(F)F)s1	0.7	0.1	4.2	-0.1
46	CCc1nc2ccc(C(=O)NCc3ccc4c(c3)OCO4)cn2c1N(CC)CCN(C)C	3.2	-0.3	-4.2	0.0
47	CC(=C/C(=O)O)/C=C/c1ccc([N+](=O)[O-])cc1	/	/	-6.9	0.0

no.	RAD52 inh	GSIS activator	CFTR F508del cor	CASP6 VEID inh
41	-2.0	-4.9	3.4	8.9
42	-7.6	2.5	/	0.0
43	1.3	-41.6	-1.4	-0.4
44	5.5	-5.2	-2.6	2.5
45	-12.3	-1.7	/	0.0
46	1.3	0.1	0.2	-5.0
47	3.1	-0.1	-2.6	1.7
